# Source: PubChem BioAssay
# Abeta rescue = restores growth of yeast expressing A-beta42 peptide; yeast expressing A-beta42, growth rescue, OD600, 48 h; response scale: 0% DMSO, 100% iron-clioquinol control; Potency, µM (titrated, usually from 46.1 µM), inactives show at the top dose growth rescue, most hits filed as activators; 410,000 compounds, 0.063% hits; AID 1347071; note: potency is the fitted concentration of half-maximal effect; nearly all actives have a fitted effect of over 55% in size
#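 Yeast A-beta toxicity model in growth medium with pinned compounds, 48 h at 30 C; growth read as absorbance at 600 nm. Normalized to FeCl3/clioquinol equimolar mix (positive) and DMSO (negative).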
# Nrf2 block = blocks Nrf2 signaling. Potency, µM (titrated, usually from 46 µM), without a hit: at the top dose activity change, negative = inhibition, most hits filed as inhibitors. A549 ARE-Fluc reporter, luciferase luminescence, 18-24 h. 360,000 compounds, 2.1% hits. AID 504444; note: potency is the fitted concentration of half-maximal effect; % is set by controls: 0 for no effect and ±100 for the full control effect; nearly all actives have a fitted effect of over 60% in size
#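 Two sequential reads on A549 ARE_Fluc cells exposed to compound for 18-24 h: a CellTiter-Fluor fluorescence read for viability, then a luciferase luminescence read for Nrf2/ARE activity.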
# HepG2 viability = HepG2 cytotoxicity, counter-screen for TGF-b inhibitors. Potency, µM (series often up to 46.1 µM), for the others: at the top dose activity change, negative = cytotoxicity, usual class: cytotoxic. 410,000 compounds, 0.76% hits. HepG2 CAGA-GFP viability, ATP luminescence, 18 h; note: potency is the fitted concentration of half-maximal effect; some results filed as inactive show a strong effect at the top dose
#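 CellTiter-Glo luminescence gave cytotoxicity after 18 hours at 37 degrees C. The cells were HepG2 CAGA-GFP in 1% FBS DMEM, stimulated with 500 pg/mL TGF-beta after compound addition. %Activity was normalised to no-cell wells (complete cell-killing) and DMSO (no toxicity), and curves were fitted and classified.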
# A549 viability = A549 cytotoxicity, counter-screen for Nrf2 inhibitors; A549 ARE-Fluc cells, CellTiter-Fluor viability, 18-24 h; Potency, µM (top dose mostly 46 µM), for the others: top-dose activity change, negative = cytotoxicity, usual class: inhibitors; 390,000 compounds, 0.16% hits; note: potency is the fitted concentration of half-maximal effect; % is set by controls: 0 for no effect and ±100 for the full control effect
#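 A549 ARE-Fluc cells in 5% FBS OPTI-MEM, 5000 cells/well, rested 2 h then exposed to compounds in concentration-response for 18-24 h at 37 °C. Viability by CellTiter-Fluor fluorescence (Ex 405/Em 525) after 30 min; luciferase luminescence (BugLite, 15 min, RT) read afterwards.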
# CCT modulator = cytosolic chaperonin activity modulation. purified chaperonin ATPase assay, HTRF ADP detection, 30 min. AID 651819. activity change, % (test concentration not listed), hits read low. 360,000 compounds, 0.3% hits; in the data active = activity change below about -30%; note: % is set by controls: 0 for no effect and ±100 for the full control effect
#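 First, chaperonin was dispensed at 40 nM or 20 nM final depending on batch activity. Next, compounds were pinned at 76 uM and ATP added at 10 uM. After 30 min at 37 °C, ADP detection reagents ran 30 min at ambient temperature.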
# TGFb inhibitor = blocks TGF-b signaling; HepG2 CAGA-GFP TGF-b/SMAD3 reporter, GFP fluorescence, 18 h; TGF-beta stimulated, 500 pg/mL final; Potency, µM (series often up to 46.1 µM), for inactives: at the highest dose activity, negative = inhibition, actives largely listed as inhibitors; 410,000 compounds, 1.2% hits; AID 588855; note: potency is the fitted concentration of half-maximal effect; % is set by controls: 0 for no effect and ±100 for the full control effect; nearly all actives have a fitted effect of over 65% in size
#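 Cell-based qHTS in HEPG2 carrying a CAGA-GFP Smad reporter; compounds added before 500 pg/mL final TGF-beta, 18 h incubation at 37 degrees C, GFP fluorescence quantified per cell by imaging cytometry.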
# Nrf2 ARE act = activators of Nrf2 (ARE) signaling. AREc32 ARE-luciferase reporter (MCF7-derived line), luminescence, 24 h. Potency, µM (series often up to 46.1 µM), without a hit: top-dose activation, usual class: activators. 410,000 compounds, 0.31% hits. AID 624171; note: potency is the fitted concentration of half-maximal effect; % of control where 0% means no effect; nearly all actives have a fitted effect of over 65% in size
#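 Quantitative high-throughput format: AREc32 reporter cells, 1000 per well, received compound by pin transfer and were incubated 24 hr at 37 deg C, 5% CO2, before Steady-Glo luminescence detection.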
# pAkt inh = inhibitors of Akt phosphorylation; Neuro2A IGF-stimulated pAkt S473 HTRF, 20 min; active compounds read low; activity change, % for hits at 50 µM; 360,000 compounds, 0.32% hits; AID 651550; in the data active = activity change below about -80%; inconclusive = mostly about -51% to -80%; note: % is set by controls: 0 for no effect and ±100 for the full control effect
#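 Single-point screen (50 µM final compound) in Neuro2A cells stimulated 20 min with 6 nM IGF at 37 deg C. After lysis, Ser473-phosphorylated Akt read by HTRF (ex 330 nm, em 615/665 nm) as the 665/615 ratio.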
# MmCpn inh = inhibitors of Methanococcus maripaludis chaperonin (MmCpn); purified Mm-Cpn ATPase, ADP Transcreener TR-FRET; 330,000 compounds, 0.031% hits; Potency, µM (series often up to 76.9 µM), for inactives: at the highest dose activity, negative = inhibition, most hits filed as inhibitors; note: potency is the fitted concentration of half-maximal effect; % is set by controls: 0 for no effect and ±100 for the full control effect; nearly all actives have a fitted effect of over 80% in size
#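 Inhibition of chaperonin ATP hydrolysis is measured as reduced ADP production, detected by competitive TR-FRET in which signal falls with ADP. Final enzyme 25 nM and ATP 10 uM, reacted 30 min at 37°C.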
# * hit, by the source's call; i = inactive; ? = inconclusive; nt = not tested or not shown; & = joins results of further samples; [ ] = remark or other dose. Unless noted, calls come from the whole dose curve; as a rule, active = well fitted curve in the direction sought with a large enough effect; inconclusive = small, poorly fitted or top-dose-only effect, or another doubt; inactive = no such curve, though single readings can be large; an effect the other way counts as inactive or inconclusive.
SMILES,Abeta rescue,Nrf2 block,HepG2 viability,A549 viability,CCT modulator,TGFb inhibitor,Nrf2 ARE act,pAkt inh,MmCpn inh
NC1=NC2(CCCCC2)N(c2ccc(F)cc2)C(N)=N1,3%,2%,-1%,-2%,0.8,1%,-0.3%,i,-2%
CCOC(=O)Nc1cc2c(cc1[N+](=O)[O-])-c1ccccc1C2=O,3%,?,-31%,0%,-4.2,0%,?,i,nt
C=CCOc1ccc(C2NC(=O)c3ccccc3O2)cc1 (stereo not given),4%,-21%,0%,4%,1.5,0%,0.1%,i,-4%
Cc1cc(F)c(F)c(C(=O)N2CCN(C)CC2)c1Cl,2%,-3%,3%,11%,-1.1,5%,-0.5%,i,-1%
CCc1cccc(NS(=O)(=O)c2ccc3c(c2)CC(C)N3C(=O)C2CC2)c1 (stereo not given),22%,12µM*,-29%,-21%,nt,7.1µM*,-0.2%,nt,nt
C=CCn1c(CNS(=O)(=O)c2ccc(Br)cc2)n[nH]c1=S,-3%,-20%,5%,0%,-0.6,-5%,-0.1%,i,0%
Cc1ccc(OCC(=O)NNC(=O)c2ccc(F)c(S(=O)(=O)N3CCOCC3)c2)cc1C,5%,nt,-15%,nt,0.7,-5%,-0.6%,i,nt
C=CCN(c1ccccc1)S(=O)(=O)c1cccc(C(=O)NNC(=O)c2ccncc2)c1,-7%,2%,1%,4%,-3.3,-12%,0.2%,i,-2%
CCOC(=O)c1cnc(COc2ccc(OC)cc2)[nH]c1=O,-11%,1%,3%,4%,-1.8,11%,0.2%,i,2%
COc1cccc(CNC(=O)Cn2nc([N+](=O)[O-])c(Br)c2C)c1,15%,-7%,-16%,3%,-2.8,-2%,1.8%,i,1%
COc1ccc(C(=O)c2cn(Cc3ccccc3)c3ccccc3c2=O)cc1OC,-13%,?,-43%,-20%,nt,?,5.1%,nt,nt
COc1ccc(CNC(=O)CCCn2nc(C)c([N+](=O)[O-])c2C)cc1,7%,-10%,3%,-1%,-0.2,11%,-0.1%,i,-3%
Cc1ccc(C(C(=O)Nc2ccc3c(c2)OCO3)N(C)C(=O)Cc2c[nH]c3ccccc23)cc1 (stereo not given),-2%,23µM*,-3%,?,-2.3,-28%,-0.2%,i,1%
CN1C(=O)NC(c2ccc([N+](=O)[O-])cc2)C2=C1CC(C)(C)CC2=O (stereo not given),2%,-8%,3%,-8%,-1.4,0%,-0.3%,i,-3%
CCCc1cc(=O)[nH]c(SCc2nc3ccc([N+](=O)[O-])cc3[nH]2)n1,-6%,-5%,-70%,0%,-6.8,?,21%,i,1%
Cc1nc(-c2ccc(NC(=O)C3CCCCC3)cc2)cs1,9%,?,-7%,-9%,-1.0,8%,-0.4%,nt,1%
CCc1cccc(NC(=O)c2c(C)oc3nc(C)nc(N4CCCC4)c23)c1,-31%,8%,-20%,-3%,nt,-14%,-0.7%,nt,nt
CCC(C(=O)O)N1C(=O)c2ccccc2C1=O (stereo not given),10%,4%,2%,3%,-3.4,0%,-0.3%,i,0%
O=C1[C@H](Cc2ccccc2)NCCCC[C@H](c2ccc(Cl)cc2)N1Cc1ccccc1,8%,?,-24%&-19%,?,-0.2,?,6.6%,i,nt
O=C(c1cccs1)N1CCN(S(=O)(=O)c2ccc(F)cc2)CC1,-11%,5%,2%,7%,2.4,-1%,-0.2%[9.22 µM],i,-8%
CCOc1ccc(C(c2c(O)nc(SC)n(C)c2=O)c2c(O)nc(SC)n(C)c2=O)cc1,-1%,-10%,8%,-20%,-0.1,-19%,2.4%,i,0%
CCC(C)C(NC(=O)c1ccccc1NC(=O)c1ccco1)C(=O)NNC(=O)c1ccncc1 (stereo not given),-8%,-20%,3%,-16%,3.5,24%,2.0%,i,0%
COc1ccc(S(=O)(=O)NCCS(=O)(=O)N2CCN(c3ccccc3)CC2)cc1OC,-22%,nt,-27%,18%,nt,0%,0.0%,nt,nt
Cc1ccc2nsnc2c1S(=O)(=O)NCc1cccnc1,12%,3%,8%,3%,0.1,6%,0.1%,i,-1%
COc1ccccc1NC(=O)c1ccc(S(=O)(=O)NCc2ccco2)cc1,-5%,1%,-2%,-2%,0.6,-1%,5.3%,i,-2%
# Next results.
SMILES,Abeta rescue,Nrf2 block,HepG2 viability,A549 viability,CCT modulator,TGFb inhibitor,Nrf2 ARE act,pAkt inh,MmCpn inh
O=C(Nc1cc(SCCO)cc([N+](=O)[O-])c1)c1ccco1,3%,-6%,-39%,7%,0.3,1%,?,i,1%
O=C(NC1CCCCCCC1)c1cc(COc2ccc3ncccc3c2)on1,-6%,3.3µM*,-12%,?,-0.4,?,0.6%,i,-2%
COc1ccc(CCNc2oc(COc3ccccc3F)nc2C#N)cc1OC,-2%,?,-23%,-6%,-8.2,0%,3.5%,i,-6%
CC(C)c1ccc(C(=O)NCCCN(C)C)cc1,23%,0%,0%,9%,-0.5,-2%,-0.1%,i,-1%
O=C(NNS(=O)(=O)c1ccccc1)C1CC(c2cccnc2)=NO1 (stereo not given),-1%,4%,6%,-7%,0.1,?,-0.1%,i,2%
C[C@H](CO)N1C[C@H](C)[C@H](CN(C)Cc2ccccc2)Oc2ccc(NC(=O)Nc3ccc(F)cc3)cc2C1=O,6%,0%,-19%,-17%,0.4,?,6.1%,i,1%
COc1ccc(N2C(=O)CS(=O)(=O)C23C(=O)N(Cc2ccccc2)c2ccccc23)cc1 (stereo not given),11%,6%,-1%,17%,nt,13%,-1.1%,nt,nt
COc1ccc(C(C(=O)NC2CCCC2)N(CCO)C(=O)Cn2nnc(-c3ccc(C)o3)n2)cc1OC (stereo not given),-3%,2%,-8%,-4%,-3.6,3%,-0.9%,i,3%
CCCCCC(=O)Nc1nc(C)c(-c2csc(Nc3cc(Cl)ccc3OC)n2)s1,3%,5%,-14%,2%,1.0,?,7.4%,i,?
O=C(CCC(=O)N(CC(=O)NC1CCCCC1)c1ccccc1F)Nc1nccs1,-13%,-6%,-2%,0%,-2.5,-12%,0.0%,i,1%
CCCCc1ccc(C(=O)Nc2ccc3nc(N(CC)CC)cc(C)c3c2)cc1,-17%,5%[9.27 µM],-37%,-14%,nt,?,-0.3%,nt,nt
O=C(CNC(=S)N(Cc1ccccc1F)C1CCCCC1)NCC1CCCO1 (stereo not given),-13%,?,-42%,1%,-2.4,-27%,0.0%,i,0%
COc1ccc(-c2nn(-c3ccccc3)cc2C(=O)N2CCN(C(=O)c3ccco3)CC2)cc1,0%,-13%,1%,-19%,-1.6,-3%,-0.1%,i,2%
CCN=C1SC(CC(=O)Nc2sc(C)c(C)c2C(=O)OC)C(=O)N1CC (stereo not given),0%,-3%,0%,0%,-1.2,-4%,0.4%,i,-1%
Cc1ccc(CS(=O)(=O)c2ncc(Cl)c(C(=O)Nc3nc4ccc(F)cc4s3)n2)cc1,-16%,?,-40%,?,nt,?,?,nt,nt
O=C(COC(=O)C1CCCCC1)Nc1ccccc1OC(F)F,8%,11%,6%,0%,-0.9,-4%,-0.4%,i,1%
NC1=NC(=Nc2ccc(S(N)(=O)=O)cc2)c2ccccc21,6%,-4%,-2%,-5%,-2.8,-4%,-0.1%,i,-1%
O=C(COC(=O)CNC(=O)c1ccccc1)Nc1ccc(S(=O)(=O)N2CCCC2)cc1,3%,?,1%,-7%,-1.5,-2%,-0.1%,i,1%
CCOc1ccc(NC(=O)Cn2c(=O)n(Cc3ccc(C(=O)NCc4ccc5c(c4)OCO5)cc3)c(=O)c3ccccc32)cc1,3%,?,-2%,0%,nt,0%,0.6%,nt,nt
O=C(NCc1cc(C(F)(F)F)cc(C(F)(F)F)c1)C1CC(c2ccccc2[N+](=O)[O-])=NO1 (stereo not given),-24%,-9%,-10%,3%,-6.8,-24%,4.0%,i,0%

# Gathered by group: the compounds so far containing a furan ring, fused or not
SMILES,Abeta rescue,Nrf2 block,HepG2 viability,A549 viability,CCT modulator,TGFb inhibitor,Nrf2 ARE act,pAkt inh,MmCpn inh
CCc1cccc(NC(=O)c2c(C)oc3nc(C)nc(N4CCCC4)c23)c1,-31%,8%,-20%,-3%,nt,-14%,-0.7%,nt,nt
CCC(C)C(NC(=O)c1ccccc1NC(=O)c1ccco1)C(=O)NNC(=O)c1ccncc1 (stereo not given),-8%,-20%,3%,-16%,3.5,24%,2.0%,i,0%
COc1ccccc1NC(=O)c1ccc(S(=O)(=O)NCc2ccco2)cc1,-5%,1%,-2%,-2%,0.6,-1%,5.3%,i,-2%
O=C(Nc1cc(SCCO)cc([N+](=O)[O-])c1)c1ccco1,3%,-6%,-39%,7%,0.3,1%,?,i,1%
COc1ccc(C(C(=O)NC2CCCC2)N(CCO)C(=O)Cn2nnc(-c3ccc(C)o3)n2)cc1OC (stereo not given),-3%,2%,-8%,-4%,-3.6,3%,-0.9%,i,3%
COc1ccc(-c2nn(-c3ccccc3)cc2C(=O)N2CCN(C(=O)c3ccco3)CC2)cc1,0%,-13%,1%,-19%,-1.6,-3%,-0.1%,i,2%
